PLK1 inh = blocks human PLK1 kinase activity; P53350; inhibition, % at 10 µM; actives 0.53% (n = 97,000); recombinant PLK1 kinase, TR-FRET peptide phosphorylation; AID 619;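 active = inhibition of 50% or more in the single-concentration screen; inactive = inhibition below 50%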;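 note: 0% = DMSO max control and 100% = H-89 dihydrochloride min control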
Target sequence (P53350 whole entry, looked up): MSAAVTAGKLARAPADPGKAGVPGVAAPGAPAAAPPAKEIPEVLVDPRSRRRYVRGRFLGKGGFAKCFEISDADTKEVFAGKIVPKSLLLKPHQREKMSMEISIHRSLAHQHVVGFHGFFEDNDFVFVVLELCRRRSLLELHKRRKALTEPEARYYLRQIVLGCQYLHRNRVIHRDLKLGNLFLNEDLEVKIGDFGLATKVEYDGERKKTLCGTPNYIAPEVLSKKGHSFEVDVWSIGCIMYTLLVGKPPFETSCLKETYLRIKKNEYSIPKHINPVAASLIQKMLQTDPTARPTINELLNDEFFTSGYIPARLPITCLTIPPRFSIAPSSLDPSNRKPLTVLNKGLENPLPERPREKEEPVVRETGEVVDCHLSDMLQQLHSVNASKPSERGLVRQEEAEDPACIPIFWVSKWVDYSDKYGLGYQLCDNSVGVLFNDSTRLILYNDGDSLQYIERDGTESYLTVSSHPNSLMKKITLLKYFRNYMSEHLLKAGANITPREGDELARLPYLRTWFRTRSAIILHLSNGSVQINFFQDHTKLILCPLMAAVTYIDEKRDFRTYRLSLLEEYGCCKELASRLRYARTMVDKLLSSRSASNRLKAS
cytoskel mod = alters cytoskeleton assembly in HUVEC cells; inhibition, % at 2 µM; actives 0.18% (n = 91,000); HUVEC TNFa F-actin phalloidin imaging, high content;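 active = inhibition above the batch mean plus 3 SD and confirmed as a hit by visual image inspection, cut at about 30% in these data, passing the limit was not always enough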; note: strong numbers were not always called active
Ecoli WT expand = E. coli BW25113 growth inhibition, expanded screen | AID 710 | actives 0.15% (n = 98,000) | growth inhibition, % at 100 µM | OD600 absorbance;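 active = growth inhibition above about 50% at one test dose, limit read from the data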;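 note: growth measured after 20 h incubation at 37 °C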
HUVEC tox TNFa = toxic to HUVEC cells under TNF alpha stimulation; actives 0.17% (n = 93,000); HUVEC TNFalpha-stimulated, Hoechst cell count, imaging; cell count reduction, % at 2 µM;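 active = cell count reduction exceeding the screen mean by over 5 SD, scaled to untreated wells per plate, cut at about 78% in these data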;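 note: cells counted after 24 h of TNF alpha exposure following the 1 h pretreatment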
DAT uptake mod = modulates human dopamine transporter uptake under cocaine. LLC-PK1 hDAT cells, [14C]-dopamine uptake with cocaine IC80; actives deviate in either direction. actives 1.3% (n = 110,000). B-score at 10 µM. AID 449768;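 active = Z score or B-score, a plate-position-corrected score, falls beyond the plate's 99.7% confidence bounds, in either direction; inactive = both scores lie inside the 99.7% bounds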;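 note: scored against the spread of the other compound wells on the same plate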
Plk1 PBD FP = Plk1 (human) PBD binding inhibition. inhibition, %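 (tested at about 20 µM)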. AID 693. actives 0.13% (n = 97,000). P53350. Plk1 PBD phosphopeptide binding, fluorescence polarization; in the data active = inhibition above about 34%, passing the limit was not always enough
sEH inhibitor = soluble epoxide hydrolase (human) inhibition | P34913 | recombinant human sEH enzymatic activity assay | inhibition, % at 2 µM | actives 0.34% (n = 91,000); in the data active = inhibition above about 80%; note: values of inactives mirror those of a sister screen read the other way; many of its hits are not listed in these tables
HUVEC tox IL1B = toxic to HUVEC cells under IL-1B stimulation | HUVEC cell count loss, Hoechst imaging, IL-1B stimulated | cell count reduction, % at 2 µM | actives 0.41% (n = 94,000) | AID 845;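 active = cell count reduction more than 3 SD above the screen-wide mean, cut at about 70% in these data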;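 note: normalized per plate to untreated control cells as the no-loss baseline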
VCAM1 TNFa inh = reduces TNF alpha induced VCAM1 expression in HUVEC; HUVEC TNFa-induced VCAM-1 immunofluorescence, high-content imaging; inhibition, % at 2 µM; actives 0.48% (n = 95,000);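 active = inhibition above the batch mean plus 3 SD, with images confirmed as a hit by eye, cut at about 37% in these data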;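 note: 0% = TNF-stimulated DMSO wells and 100% = unstimulated control wells; not every result past the cut was called active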
An asterisk follows results filed as active; x = not tested or not shown; & = joins results of further samples.

Results follow in this order: PLK1 inh	cytoskel mod	Ecoli WT expand	HUVEC tox TNFa	DAT uptake mod	Plk1 PBD FP	sEH inhibitor	HUVEC tox IL1B	VCAM1 TNFa inh
Cc1ccc(NC(=O)C(c2ccc(Cl)cc2)N2CCCCC2)cc1 (stereo unspecified)
    -10	10	-4	-4	0.072	-16	10	-80	-2
CC12CN3CCN(CC(C3)C1(O)CN1CCOCC1)C2 (stereo unspecified)
    -15	-26	0	-5	-0.029	-3	15	11	16
O=C(c1ccccc1)N1CCN(C(=O)c2cc3ccccc3o2)CC1
    -5	21	1	-4	-0.7	-9	11	-2	22
Cc1cc(C)n2c(Br)c(CSc3nc4ccccc4o3)nc2n1
    -11	6	0	-1	1	-47	2	17	-18
CC(=O)Oc1ccc(N(C(C)=O)S(=O)(=O)c2cccs2)c2ccccc12
    -7	-8	4	-8	1	15	-2	15	3
CCCCCCCNC(=O)COc1ccc2c(c1)C(=O)CC(C)(C)O2
    -13	9	4	-16	1.4	-3	24	5	-12
CC1CCN(c2ccccc2NC(=O)c2ccc(F)cc2)CC1
    -45	-5	-1	3	-0.73	-2	-12	25	5
Cc1ccc(NC(=O)CSc2nnnn2-c2ccc3c(c2)OCO3)cc1C
    -13	5	x	-3	1.2	20	28	-17	16
COc1ccc(C(C(=O)NC2CCCC2)N(C(=O)c2ccco2)c2ccc(OC)c(OC)c2)cc1 (stereo unspecified)
    -9	13	x	-26	-0.34	5	-2	-24	2
COc1ccc(C2c3c(oc4ccccc4c3=O)C(=O)N2CCCN2CCOCC2)cc1 (stereo unspecified)
    -7	-4	x	14	-0.55	14	-24	2	39
CCC(=O)N1CCN(c2ccccc2NC(=O)COc2cccc(C)c2)CC1
    2	-4	6	-13	0.95	-8	5	-26	6
CC(=O)OCCN(CCOC(C)=O)c1c(C)[nH]c(=O)[nH]c1=O
    8	-28	-5	5	-0.29	12	x	19	1
Cc1ccc(C(=O)C(C)OC(=O)c2n[nH]c(=O)c3ccccc23)cc1 (stereo unspecified)
    -14	-3	9	-19	0.36	-29	-5	-5	0
Cc1cc(=O)[nH]c(Sc2c(-c3ccccc3)c3ccccc3[nH]c2=O)n1
    -12	-6	4	-40	1.3	27	-2	-36	-11
CCc1cc(=O)oc2c(CN3CCCC3)c(O)c(Cl)cc12
    -3	27	6	-6	0.54	23	-10	3	-16

2 records picked at random from the list so far:
Results follow in this order: PLK1 inh	cytoskel mod	Ecoli WT expand	HUVEC tox TNFa	DAT uptake mod	Plk1 PBD FP	sEH inhibitor	HUVEC tox IL1B	VCAM1 TNFa inh
Cc1ccc(C(=O)C(C)OC(=O)c2n[nH]c(=O)c3ccccc23)cc1 (stereo unspecified)
    -14	-3	9	-19	0.36	-29	-5	-5	0
CC(=O)OCCN(CCOC(C)=O)c1c(C)[nH]c(=O)[nH]c1=O
    8	-28	-5	5	-0.29	12	x	19	1

(more compounds)
Results follow in this order: PLK1 inh	cytoskel mod	Ecoli WT expand	HUVEC tox TNFa	DAT uptake mod	Plk1 PBD FP	sEH inhibitor	HUVEC tox IL1B	VCAM1 TNFa inh
CNS(=O)(=O)c1ccc(OC)c(-c2nnc3c4ccccc4c(C)nn23)c1
    -4	x	-4	5	0.34	-16	-5	-14	18
O=S(=O)(c1cc(Cl)ccc1Br)N1CCOCC1
    -8	-6	4	-18	-0.016	3	2	-1	15
COCCn1c(COc2ccc(Cl)cc2)nnc1SCC(N)=O
    -5	-16	2	14	-0.17	-21	-6	31	21
CCCCN(CC)C(=O)c1n[nH]c(=O)c2ccccc12
    -12	-6	0	-9	-0.13	-2	1	3	-12
COc1ccc(CNC(=O)c2c(C)cc(=O)oc2C)cc1OC
    -3	10	1	-5	1.1	2	x	x	2
Cc1c(C(=O)OC2CCC(C)CC2)[nH]c2c1C(=O)CCC2 (stereo unspecified)
    -12	-10	2	-16	-0.034	21	0	16	10
CC1CC(C)CN(CCCNC(=O)COc2cc(=O)n(C)c3ccccc23)C1 (stereo unspecified)
    -2	20	x	-18	-0.27	-19	-3	-37	7
CC(C)(C)OC(=O)NCCc1nnc(SCc2ccc(Cl)cc2)o1
    -2	4	6	6	1.8	-8	-9	-4	14
O=C(NCCCN1CCOCC1)c1cc2ccccc2oc1=O
    -19	3	4	-28	-0.27	4	5	9	3
COc1ccc(-n2ncc3c(=O)n(CC(=O)OCc4ccccc4)cnc32)cc1
    -9	-11	-5	-1	0.66	22	12	-4	-2
CCSCCOC(=O)C1=C(C)NC(=O)NC1c1ccccc1 (stereo unspecified)
    61*	-5	3	46	0.17	14	3	20	-9
NC1(N)OC(CN2C(=O)c3ccccc3C2=O)CS1 (stereo unspecified)
    116*	-3	1	-41	0.6	16	x	-8	21
CCOc1ccc(NC(=O)Nc2nnc(CC)s2)cc1
    -3	8	5	-9	-0.26	-8	11	-8	-13
Cc1ccc(Cl)cc1N1CCN(C(=O)c2cc3c(=O)n(C)c4ccccc4c3n2C)CC1
    -4	6	-3	-35	0.93&1.3	1	x	13	4
CCOC(=O)CC1=C(C(=O)OCC)C(c2cc(OC)c(OC)cc2OC)C(C#N)=C(N)O1 (stereo unspecified)
    -12	-4	10	14	-0.047	-15	3	19	24
Cc1[nH]c2ccccc2c1C(=O)CN1CCN(C2CCCCC2)CC1
    -9	5	9	-39	-0.093	13	-2	-3	6
CN1C(=O)CC(C(=O)O)SC1=Nc1ccc(F)cc1 (stereo unspecified)
    -9	0	x	-21	-0.22	-2	10	10	8
C/C(=C\c1ccco1)C1C(C#N)=C(N)OC2=C1C(=O)CC(C)(C)C2 (stereo unspecified)
    -9	2	2	-10	-0.014	-5	3	-14	11
COc1ccc(NC(=O)C2CCCN(S(=O)(=O)c3c(C)n[nH]c3C)C2)cc1 (stereo unspecified)
    -4	3	-15	-6	0.65	11	31	4	-2
O=C(CN1C(=O)C2CCCN2c2ncc(Cl)cc21)NCc1ccc2c(c1)OCO2 (stereo unspecified)
    -12	-1	-1	10	x	-6	8	7	10
COc1ccc(C(=O)c2ccc(Cl)cc2)c2ccccc12
    -2	x	2	-25	-0.98	-53	9	6	-1
Cc1c(NC(=O)C(C)OC(=O)CNC(=O)c2ccc(C(C)(C)C)cc2)c(=O)n(-c2ccccc2)n1C (stereo unspecified)
    -6	-16	-1	-4	-0.45	-15	14	-3	4
Cc1cc(NC(=O)CCC(=O)N(CCC(C)C)C(C(=O)NC2CCCC2)c2cccnc2)no1 (stereo unspecified)
    5	28	-2	26	0.0043	1	-2	0	2
O=C(CSc1nnc(-c2cnccn2)n1Cc1ccco1)c1ccc2ccccc2c1
    -1	-60	-8	9	x	-22	-3	-1	9
Cc1ccc(CCNC(=O)C2CCN(S(=O)(=O)N3CCC4(CC3)OCCO4)CC2)cc1
    -7	-4	-2	-8	-0.032	-4	34	-34	12
Cc1ccc(C(=O)NC(C)c2ccccc2)o1 (stereo unspecified)
    -9	4	x	-3	0.42	-15	37	-5	8
CC(=O)N1CCc2cc(S(=O)(=O)NCCCN3CCN(Cc4ccccc4)CC3)ccc21
    -11	3	-3	-34	x	16	0	3	-11
O=C(COC(=O)CCC(=O)c1cccs1)Nc1cccc(S(=O)(=O)N2CCOCC2)c1
    -12	-7	4	4	-1.3	18	9	1	11
O=C(CCCOc1ccccc1)Nc1ccc2c(c1)OCCO2
    -3	-2	2	-11	0.49	10	23	12	8
Cc1ccc(SCC(=O)N2c3ccccc3Sc3ccccc32)cc1
    -1	13	-22	x	-0.55	-38	-13	-16	-11

PLK1 inh, hit marks shown above.
mol,PLK1 inh,cytoskel mod,DAT uptake mod,Plk1 PBD FP,sEH inhibitor,VCAM1 TNFa inh
CCSCCOC(=O)C1=C(C)NC(=O)NC1c1ccccc1 (stereo unspecified),61*,-5,0.17,14,3,-9
NC1(N)OC(CN2C(=O)c3ccccc3C2=O)CS1 (stereo unspecified),116*,-3,0.6,16,x,21

New compounds follow:
Results follow in this order: PLK1 inh	cytoskel mod	Ecoli WT expand	HUVEC tox TNFa	DAT uptake mod	Plk1 PBD FP	sEH inhibitor	HUVEC tox IL1B	VCAM1 TNFa inh
CCn1c(SCC(=O)Nc2cccc(C)c2)nc2c(c1=O)SC(C)C2 (stereo unspecified)
    -2	4	5	-12	-0.52	-22	7	-8	9
CC1(C)CC(=O)C2=C(C1)N(Cc1cccnc1)C(=O)C2(NC(=O)C1CC1)C(F)(F)F (stereo unspecified)
    -8	-8	6	6	0.0085	4	-2	-4	4
Cc1ccc2[nH]c(-c3cccc(N)c3)cc2c1
    -5	-2	17	-29	1.8	-8	-14	-2	-1
CSc1ccccc1NC(=O)CN(C)S(=O)(=O)c1ccc(F)cc1
    -9	24	-10	-45	0.63	-11	-2	-1	-2
CCOC(=O)C1=C(CNCCc2ccc(Cl)cc2)NC(=O)NC1c1ccc2c(c1)OCO2 (stereo unspecified)
    -3	-30	-10	10	0.64	3	1	8	-25
O=C(NCC(=O)N(c1ccccc1)C(C(=O)NC1CCCCC1)c1ccncc1)c1ccco1 (stereo unspecified)
    -10	7	-3	0	-0.18	-4	-10	-7	-6
COc1cc(NC(=O)c2ccc(Cl)cc2)c(OC)cc1NC(=O)CN1CCOCC1
    -12	9	-17	-6	1.5	4	-2	1	11
CN1CC(=O)N(CC(=O)Nc2ccc(N(C)C)cc2)c2ccccc2C1=O
    -2	4	4	13	0.1	-23	6	-14	-25
Cc1cc(NC(=O)CSc2nnc3c(C)cc4c(C)ccc(C)c4n23)no1
    -4	-9	1	33	0.51	-29	1	-1	7
CCCCCC(=O)Nc1ccc(Cl)cn1
    -4	21	-6	-21	-0.14	9	3	8	10
O=C(NC1=NCCS1)c1ccc(Cl)c(S(=O)(=O)N2CCCCC2)c1
    -5	6	-8	-15	0.21	-11	15	5	5
COCc1cc(C)nc(NCCO)c1C#N
    -12	6	3	-7	-0.46	-17	-1	-125	6
Nc1ncnc2nc(N3CCN(C(=O)c4ccccc4)CC3)[nH]c12
    -21	-1	6	-17	-0.68	12	0	-11	-2
CCN(CC)C(=O)Cn1nc(C)c2ccccc2c1=O
    1	11	0	-12	-0.28	-10	9	-61	-1
Cc1ccc(-n2cnnn2)c2cccnc12
    -11	4	4	-16	-0.3	-12	2	10	-13
O=C(C=C1CCN(c2ncc(C(F)(F)F)cc2Cl)CC1)NNC(=O)Nc1ccccc1
    -7	-13	-8	8	0.36	20	-6	30	-4
Cc1oc2c(cc(NS(=O)(=O)c3ccc4c5c(cccc35)C(=O)N4)c3ccccc32)c1C(=O)OC(C)C
    -12	-4	-8	-1	x	11	7	3	19
Cc1ccc2[nH]c(=O)c(COC(=O)c3ccccn3)cc2c1
    -4	20	0	-19	-0.083	2	14	-26	-7
OC(c1ccccc1)c1nc2ccccc2s1 (stereo unspecified)
    -5	8	3	-16	-0.4	8	-7	-10	-10
CCN1C(=O)CC(N2CCOCC2)C1=O (stereo unspecified)
    -11	3	-1	-16	0.56	2	0	-44	9
CC(NC(=O)C(=O)NN=C1CCCCCC1)c1ccccc1 (stereo unspecified)
    -7	-32	-3	10	0.25	18	6	-8	2
CCO/C=C/C(=O)N(C)CCC#N
    -6	13	2	-4	-1.5	-14	-9	3	9
Cc1ccccc1NC(=O)CSc1nnc(-c2ccccc2)n1-c1ccccc1
    -16	-2	-11	28	1.1	9	13	4	3
Cc1ccc(OCC(=O)N/N=C/c2ccco2)cc1
    7	-9	-3	0	-0.35	8	7	x	-5
C(=N\Nc1nc2ccccc2[nH]1)/c1cccs1
    -6	24	8	-6	0.1	20	2	20	-2
CCCCOC(=O)c1ccc(NC(=O)C2CCCO2)cc1 (stereo unspecified)
    -14	-13	-2	2	2	-3	4	-22	9
COc1cccc(CNc2ccc3c(c2)CCC3)c1
    3	-1	-2	11	-1.6	-6	5	x	-7
CCOC(=O)N1CCN(C(=O)C2CCN(S(=O)(=O)c3ccc(Cl)cc3)CC2)CC1
    0	-4	5	-11	0.053	-34	1	5	6
CCOc1ccc2c(c1)nc(SCC(=O)c1cccs1)n2C
    -9	-26	7	-21	x	31	16	-8	8
COc1ccc(Oc2cc(C(F)(F)F)cnc2C(N)=O)cc1
    1	-10	-11	-9	0.014	-5	2	-9	-9

Random draw from the library; 3.4% or so of the library scored in one or more.
